# hcGAS inh: Primary biochemical luminescence assay for human cyclic GMP-AMP synthase inhibitors; Q8N884; recombinant h-cGAS, ATP depletion, Kinase-Glo luminescence; inhibition, % at 12.5 µM; actives 0.081% (n = 290,000); AID 1259398, 2018;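 further: 0% = vehicle reaction and 100% = reaction without DNA for no activity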
# Target sequence (Q8N884 whole entry, looked up): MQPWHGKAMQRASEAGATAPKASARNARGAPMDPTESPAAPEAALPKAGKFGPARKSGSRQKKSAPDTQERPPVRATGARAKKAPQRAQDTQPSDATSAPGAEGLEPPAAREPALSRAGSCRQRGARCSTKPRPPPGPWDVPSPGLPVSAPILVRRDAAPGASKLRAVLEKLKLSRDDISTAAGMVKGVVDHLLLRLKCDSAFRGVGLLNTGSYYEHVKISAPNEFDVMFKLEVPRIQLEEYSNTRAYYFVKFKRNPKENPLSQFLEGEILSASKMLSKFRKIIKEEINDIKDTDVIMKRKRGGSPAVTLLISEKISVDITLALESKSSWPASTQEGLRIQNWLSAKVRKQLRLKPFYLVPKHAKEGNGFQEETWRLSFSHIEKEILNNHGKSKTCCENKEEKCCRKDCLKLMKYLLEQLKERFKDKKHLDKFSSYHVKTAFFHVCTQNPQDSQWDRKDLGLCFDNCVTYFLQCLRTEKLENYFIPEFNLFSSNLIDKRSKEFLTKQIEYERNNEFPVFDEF
# NPYLR7 ag: agonists of mosquito NPYLR7 receptor, primary screen, cell-based, Aedes aegypti, calcium fluorescence, mosquito biting behavior; actives 0.15% (n = 270,000); HEK293T NPYLR7/Galpha15, GCaMP6s calcium fluorescence; activation, % at 10 µM; AID 1259423, 2018; in the data active means activation above about 40%;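 further: 0% = vehicle and 100% = reference agonist at the receptor; some compounds past the cut are filed as inactive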
# mcGAS inh: cyclic GMP-AMP synthase inhibitors, mouse, primary biochemical chemiluminescence | recombinant cGAS, Kinase-Glo ATP depletion luminescence | actives 0.15% (n = 160,000) | Q8C6L5 | inhibition, % at 12.5 µM;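 further: 0% = negative control wells and 100% = reference inhibitor with no enzyme activity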
# * = called active by the depositor; / = not tested or not shown; & = joins results of further samples. Unless noted, no stated cut-off is given here; in the data, active means inhibition above about 40%; inactive means the rest.
(1) Cc1cc(C)nc(SCc2cc(=O)c(OC(=O)COc3ccccc3C)co2)n1
(2) Cc1cc(=O)n2[nH]c(-c3ccccc3)c(C)c2n1
(3) COc1cccc2sc(N(Cc3cccnc3)C(=O)C3=COCCO3)nc12
(4) CC(C)NC(=O)C1CCN(C2CCN(Cc3cccn3-c3cccnc3)CC2)CC1
(5) NC(=O)NCC1CCCN(C(=O)NC2CCCCc3ccccc32)C1 (stereo not drawn)
(6) CCN(CC)CCN(C(=O)c1cc(Cl)sc1Cl)c1nc2cc3c(cc2s1)OCO3
entry no.,1,2,3,4,5,6
hcGAS inh,2,4,-5,-1,-4,-5
NPYLR7 ag,-15,0,-10,5,3,-5
mcGAS inh,0,1,-7,/,-12,-8

(7) CCCCN(CC(=O)N1CC(=O)N(c2cccc(Cl)c2)C1)C(=O)c1ccccc1
(8) Cc1ccsc1C(=O)N1CCC1(C)C(=O)Nc1cccc2cccnc12 (stereo not drawn)
(9) COCCNC(=O)CNC(=O)COc1ccc2c3c(c(=O)oc2c1)CCC3
(10) CCCCc1ncc(C2CC(=O)Nc3c2cnn3CCC(C)C)[nH]1 (stereo not drawn)
(11) Cc1nccn1CC(=O)N1CCC(C2CCN(S(C)(=O)=O)CC2)C1 (stereo not drawn)
(12) COCCCN(CC(=O)N1CCc2sccc2C1c1ccc(Cl)cc1)C(=O)c1ccco1 (stereo not drawn)
entry no.,7,8,9,10,11,12
hcGAS inh,-9,2,3,-3,-11,-3
NPYLR7 ag,-4,-5,-6,14,/,-12
mcGAS inh,-5,-2,/,/,-6,1

(13) CC(=O)c1cccc(NC(=O)c2cccc(CN(C)C3CCOCC3)c2)c1
(14) CC(=O)Nc1ccc(NC(=O)CC(NCCC2=CCCCC2)C(=O)O)cc1 (stereo not drawn)
(15) C#CCSc1nnc(-c2ccccc2)c2sc(C)nc12
(16) COc1ccc(S(=O)(=O)C(F)(F)F)cc1NC(=O)C1(C#N)CCCC1
(17) Cc1cccc(N(C)c2cc(-c3ccccc3N(C)C)nc3ccnn23)c1
(18) CSc1ncccc1C(=O)N1CCN(c2nccc(-c3ccc(Oc4ccccc4)cc3)n2)CC1
entry no.,13,14,15,16,17,18
hcGAS inh,1,-6,3,-5,-4,-10
NPYLR7 ag,-2,-3,0,-6,-4,5
mcGAS inh,-13,-8,-1,-11,-3,-5

# Shown field by field: entries from further up
10) CCCCc1ncc(C2CC(=O)Nc3c2cnn3CCC(C)C)[nH]1 (stereo not drawn)
  hcGAS inh = -3 | NPYLR7 ag = 14 | mcGAS inh = /

12) COCCCN(CC(=O)N1CCc2sccc2C1c1ccc(Cl)cc1)C(=O)c1ccco1 (stereo not drawn)
  hcGAS inh = -3 | NPYLR7 ag = -12 | mcGAS inh = 1

# Further structures follow.
(19) N#Cc1ccc(-c2cccnc2)nc1SCC(=O)c1ccccc1
(20) CCc1csc(CCNC(=O)C2CCC(=O)N(CCN3CCOCC3)C2)n1 (stereo not drawn)
(21) COc1ccc2c(c1OC)C(=O)OC2Nc1ccc(I)cc1 (stereo not drawn)
(22) COCCOC1CCC12CCN(C(=O)CCc1c(C)n[nH]c1C)CC2 (stereo not drawn)
(23) Cc1cc(=O)c(OCc2ccccc2F)cn1CC(N)=O
(24) COc1cccc(CC2CN(c3cc(C(N)=O)ccn3)CCO2)c1 (stereo not drawn)
entry no.,19,20,21,22,23,24
hcGAS inh,3,-7,3,0,-10,-4
NPYLR7 ag,-3,-2,2,/,2,0
mcGAS inh,4,-4,-2,2,-5,/

# Some entries already given, limited to mcGAS inh:
cpd | Compound | mcGAS inh
22 | COCCOC1CCC12CCN(C(=O)CCc1c(C)n[nH]c1C)CC2 (stereo not drawn) | 2
21 | COc1ccc2c(c1OC)C(=O)OC2Nc1ccc(I)cc1 (stereo not drawn) | -2
23 | Cc1cc(=O)c(OCc2ccccc2F)cn1CC(N)=O | -5

# Continuation.
(25) COC(=O)c1cc2c(c(S(=O)(=O)Nc3ccc(OC(C)C)cc3)c1)CCC2
(26) CN1[C@H]2CC[C@@H]1CN(C(=O)COCC(F)(F)C(F)F)CC2
(27) Oc1oc(-c2ccccc2)nc1C=Nc1ccc(Br)cc1
(28) CCN(CC)c1ccc(C=NN2CCN(Cc3ccc(C)cc3C)CC2)cc1
(29) CNC(=O)N(C)C(=O)c1cnc2snc(C)c2c1
(30) O=c1cccnn1CCCNS(=O)(=O)c1ccc2c(c1)OCCO2
entry no.,25,26,27,28,29,30
hcGAS inh,-1,-3,4,-4,1,-1
NPYLR7 ag,3,2,8,0,2,-11
mcGAS inh,-3,/,-1,-8,/,-2

(31) CN(Cc1n[nH]c2c1CCCC2)C(=O)C1CCC(=O)N(CCCc2ccccc2)C1 (stereo not drawn)
(32) Cc1cc(Cl)ccc1OCCCC(=O)N1CCN(c2ccccc2)CC1
(33) CSc1ccc(C2CC(c3cccs3)=Nc3ncnn32)cc1 (stereo not drawn)
(34) CC(=O)Nc1cc(NC(C)=O)[nH]n1
(35) Cc1ccccc1-c1noc(CCC(=O)N(C)CC(C)N2CCOCC2)n1 (stereo not drawn)
(36) COc1ccc(C=CC(=O)c2ccc(OCC(=O)N(C)C)cc2)cc1OC
entry no.,31,32,33,34,35,36
hcGAS inh,-6,-8,-5,-5,-2,-3
NPYLR7 ag,1,0,124*,2,15,5
mcGAS inh,-9,-8,/,/,/,0

(37) NC(=O)CCSc1ncnc2scc(-c3ccccc3)c12
(38) CC(C)c1nc2sc3c(NCCCO)ncnc3c2c2c1CCCC2
(39) c1ccc2c(c1)SCCC2NCc1ccc(-n2ccnc2)cc1 (stereo not drawn)
(40) CC(C(=O)Nc1sccc1C#N)N1CCN(c2ccccc2)CC1 (stereo not drawn)
(41) COc1cccc(C2c3c(oc4ccc(C)cc4c3=O)C(=O)N2c2nccs2)c1OC (stereo not drawn)
(42) CC(Sc1nnc(-c2ccc(C(C)(C)C)cc2)n1C1CCCC1)C(N)=O (stereo not drawn)
entry no.,37,38,39,40,41,42
hcGAS inh,2,0,-6,11,-10,-3
NPYLR7 ag,7,7,1,-10,6,9
mcGAS inh,-5,/,/,/,/,/

(43) COc1ccc(C)cc1-n1cnnc1CCn1cccn1
(44) Nc1[nH]nc2nc(-c3ccccc3)c3c(c12)CCC3
(45) CC(=O)Nc1nc(C)c(S(=O)(=O)N2CCN(c3c(-c4ccccc4)cnc4ncnn34)CC2)s1
(46) Cc1cccc(-c2nc(CN3CCN(C(=O)c4ccc5ccccc5c4)CC3)no2)c1
(47) CNC(=O)CSc1nc2ccccc2c(=O)n1-c1ccc(Cl)cc1
(48) CC(C)c1nnc(NC(=O)CCC(=O)NC2CC(C)N(c3ccccc3)C2=O)s1 (stereo not drawn)
entry no.,43,44,45,46,47,48
hcGAS inh,-8,-9,-4,-8,-2,-6
NPYLR7 ag,-1,6,8,/,-6,10
mcGAS inh,/,/,-5,-6,/,/

(49) COCCCNC(=O)c1nn(-c2cc(C)cc(C)c2)c(=O)n(Cc2ccccc2C)c1=O
(50) CCc1c(C)nc(-n2nc(C)cc2NC(=O)c2ccccc2C(F)(F)F)[nH]c1=O
(51) CCOc1ncccc1CN1CCC(C(=O)N2CCCCC2)CC1
(52) CC(C)CN(C(=O)CN(C)C(=O)CC1CCCC1)c1c(N)n(CC(C)C)c(=O)[nH]c1=O
(53) CC(NC(=O)COC(=O)c1cncc(Br)c1)c1ccc2c(c1)OCO2 (stereo not drawn)
(54) CCn1nc(C)cc1C(=O)N1CCC(CCC(=O)Nc2ccc3c(c2)OCCO3)CC1
entry no.,49,50,51,52,53,54
hcGAS inh,4,-1,0,-3,-7,-2
NPYLR7 ag,7,-3,4,1,2,3
mcGAS inh,1,0,-2,-5,/,/

(55) CCOC(=O)c1nc2cc3n(c(C)c-2c1C)C(C)C(CCC(=O)O)=C3C (stereo not drawn)
(56) CCC(CO)n1cc(C(=O)/C=C/c2ccccc2)c(=O)[nH]c1=O (stereo not drawn)
(57) CC1CCCCC1NC(=O)CN1C(=O)NC(C)(c2ccc3c(c2)OCCO3)C1=O (stereo not drawn)
(58) CC1CCCN(C(=O)CSc2nnc(Nc3ccccc3)s2)C1 (stereo not drawn)
(59) O=C(CC(=O)c1ccccc1O)c1ccccc1
(60) O=C(c1ccccc1-n1cncn1)N1CCC2(CC1)C(=O)Nc1ccccc12
entry no.,55,56,57,58,59,60
hcGAS inh,4,-10,-5,-9,3,0
NPYLR7 ag,11,10,9,3,/,7
mcGAS inh,/,/,/,/,3,-14

(61) C(=NNC1=NCCCCC1)c1c2ccccc2cc2ccccc12
(62) COc1ccccc1-c1csc(NC(=O)CC2C(=O)Nc3ccccc32)n1 (stereo not drawn)
(63) Cc1ncc2c(c1-c1noc(C(C)Oc3cccc(Cl)c3)n1)CCNC2 (stereo not drawn)
(64) CCOC(=O)c1c(NC(=O)COCCOC)c(-c2ccc3c(c2)OCO3)cn1C
(65) O=C(CSc1ccccc1)Nc1c(F)cccc1F
(66) CCOc1ccc(C2CC(c3ccccc3Cl)=NN2C(=O)CN2CCN(c3ccccc3F)CC2)cc1 (stereo not drawn)
entry no.,61,62,63,64,65,66
hcGAS inh,30,-4,-5,-6,-18,-5
NPYLR7 ag,9,-1,-1,4,0,3
mcGAS inh,/,-8,-15,-6,/,-5

(67) CCc1nc2ccc(C(=O)NC3CCN(C)CC3)cn2c1N(C)Cc1cccs1
(68) CCOC(=O)CC(=O)N1CCC(n2cnc3ccc(F)cc32)CC1
(69) COc1cccc(CNC(=O)C2(C)CCCN2C(=O)C(C)C)c1 (stereo not drawn)
(70) Cc1cc(CNC(=O)CCN2c3ccccc3CCC2C)no1 (stereo not drawn)
(71) Cc1nc(C2CC2)ncc1C(=O)N(C)Cc1ccc2nsnc2c1
(72) CC1(C)C[C@@H]2C[C@@](C)(CN2c2ccnc(C(=O)NCc3cccnc3)c2)C1
entry no.,67,68,69,70,71,72
hcGAS inh,-4,-2,-16,-2,-2,-1
NPYLR7 ag,5,4,4,-6,4,9
mcGAS inh,-2,-4,-9,/,-19,/

(73) CN1C(=O)NC(c2ccccc2Cl)C2=C1CN(CCC(=O)NCCc1ccccc1)C2=O (stereo not drawn)
(74) O=C(NCCc1ncn[nH]1)C1(c2ccc(Cl)cc2)CCC1
(75) CCCOC(=NCCCN(C)C)NC(=O)c1ccco1
(76) O=c1cc(CSc2nc3ncc(Cl)cc3[nH]2)nc2ccc(Br)cn12
(77) Cc1cc(C(C)(C)C)cc(C)c1S(=O)(=O)NC1CCN(C(=O)c2ccccc2)CC1
(78) Cc1cc(N2CCOCC2)c2c(N)c(C)cc(C)c2n1
entry no.,73,74,75,76,77,78
hcGAS inh,-6,-3,-4,-5,-4,-6
NPYLR7 ag,1,-2,-6,2,10,-2
mcGAS inh,-3,/,-4,/,-4,/

(79) Cc1cccc(C(=O)NC(C(=O)NCc2ccco2)C2CCN(C(=O)CCc3ccccc3)CC2)c1 (stereo not drawn)
(80) Cc1ccc(C2(O)CCN(C(=O)CCC(=O)N3CCCCCC3)CC2)nc1
(81) O=C1C2C3C=CC(C3)C2C(=O)N1c1cccc(Cl)c1Cl (stereo not drawn)
(82) Cc1ccc(CNC(=O)Nc2c(C)n(-c3ccccc3)c(=O)n2C)cc1
(83) Cc1cccc(CSc2ccc(-c3sc(C)nc3C)nn2)c1
(84) CC(=O)Oc1ccc2nc(-c3cc([N+](=O)[O-])ccc3Cl)oc(=O)c2c1
entry no.,79,80,81,82,83,84
hcGAS inh,0,-5,-3,-4,-5,-5
NPYLR7 ag,-1,-2,-1,14,1,2
mcGAS inh,-3,/,-8,/,-7,-7

(85) COc1ccccc1-c1cc(C(=O)NC2(c3ccccc3)CCC2)no1
(86) CN(CCOc1ccccc1F)CC(=O)Nc1ccccc1C(N)=O
(87) CCCCC(=O)N(C)c1c(C)nc2ccc(C(=O)NCCN(C)C)cn12
(88) CC(C)c1cc2c(=O)[nH]c(CN(Cc3ccccc3)CC(O)CN3CCOCC3)nc2s1 (stereo not drawn)
(89) COc1ccc(CNC(=O)N2CCCC2)c(C(F)(F)F)c1
(90) Cc1ccc(CS(=O)Cc2cccc(Cl)c2)cc1 (stereo not drawn)
entry no.,85,86,87,88,89,90
hcGAS inh,-6,-2,0,-5,-11,-6
NPYLR7 ag,8,1,-7,-2,10,19
mcGAS inh,/,-13,1,-5,/,-19

(91) CC(CC(=O)N1CCN(C(=O)N(C)C)CC1)Cc1cccc(F)c1 (stereo not drawn)
(92) COc1cccc(-c2[nH]ncc2CNCc2ccccc2)c1
(93) Cc1ncoc1C(=O)N1CCCC(N2CCN(Cc3ccc4c(c3)OCO4)CC2)C1 (stereo not drawn)
(94) O=C(CSc1nc2c(c(=O)n1-c1ccc(Cl)cc1)SCC2)Nc1nccs1
(95) C=CCNc1ccccc1C(=O)N1CC[C@H](O)C[C@@H]1C(=O)O
(96) Cc1c(NC(=O)c2oc3ccccc3c2C)cccc1[N+](=O)[O-]
entry no.,91,92,93,94,95,96
hcGAS inh,2,-7,-3&-7,-8,-3,5
NPYLR7 ag,3,-5,3&1,4,-7,-4
mcGAS inh,/,-14,/,-9,/,/

(97) Cc1ccccc1Cn1nnc(C(=O)Nc2ccc(C(C)C)cc2)c1N
(98) CCc1ncc(CNCc2cccnc2Oc2cccc(C(F)(F)F)c2)cn1
(99) CC(=O)O[C@@H]1CC2C(C)(C)C(=O)[C@@H]3O[C@@H]3[C@]2(C)C2CC[C@]3(C)C(=CC(=O)O[C@H]3c3ccoc3)[C@@]21C (stereo partly drawn)
(100) CC(C)C1=NOC(CNC(=O)c2cn[nH]c2C2CCCCC2)C1 (stereo not drawn)
entry no.,97,98,99,100
hcGAS inh,0,-5,-3,-11
NPYLR7 ag,-2,3,17,0
mcGAS inh,1,/,/,/

# Assay outcomes from PubChem BioAssay.
